GDH-TPI counter: GDH-TPI coupling enzyme inhibitors, primary screen, artefact control for M. tuberculosis FBA inhibitor project, biochemical, absorbance, full deck | GDH-TPI coupled enzyme counterscreen, NADH absorbance | inhibition, % at 4.8 µM | actives 1.2% (n = 360,000) | AID 588335, 2011;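 also: 0% = DMSO wells and 100% = wells lacking the enzyme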
FadD28 FP inh: inhibitors of FadD28 bisubstrate probe binding, primary screen, biochemical, fluorescence polarization, single point | Mycobacterium tuberculosis FadD28 fatty-acid-AMP ligase | inhibition, % at 12.5 µM | actives 0.22% (n = 360,000); in the data active = inhibition above about 8.5%, passing the limit was not always enough; inconclusive = no clear call, values can overlap the other calls
FBA Mtb inh: Mtb FBA enzyme inhibitors, primary screen, biochemical, fluorescence, strain H37Rv; actives 2.3% (n = 360,000); inhibition, % at 1 µM; Fructose-bisphosphate aldolase (Mycobacterium tuberculosis (strain ATCC 25618 / H37Rv)), …; purified M. tuberculosis FBA, fluorescence read-out; in the data active = inhibition above about 27%;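 also: 0% = vehicle and 100% = reference inhibitor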
Target sequence (P9WQA3 whole entry, looked up): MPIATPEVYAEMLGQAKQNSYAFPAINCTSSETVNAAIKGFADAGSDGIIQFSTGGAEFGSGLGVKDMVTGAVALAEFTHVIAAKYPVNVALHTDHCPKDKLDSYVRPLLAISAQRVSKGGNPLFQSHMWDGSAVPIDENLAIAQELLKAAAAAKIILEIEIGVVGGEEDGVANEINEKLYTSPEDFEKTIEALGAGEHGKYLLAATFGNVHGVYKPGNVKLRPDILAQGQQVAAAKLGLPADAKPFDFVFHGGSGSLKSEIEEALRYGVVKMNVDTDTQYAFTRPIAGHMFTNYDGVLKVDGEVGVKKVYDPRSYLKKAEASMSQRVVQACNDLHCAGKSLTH
Mtb UGM inh: M. tuberculosis UGM enzyme inhibitors, primary screen, biochemical, fluorescence polarization, single point | UDP-galactopyranose mutase (Mycobacterium tuberculosis (strain ATCC 25618 / H37Rv)), … | purified UGM, fluorescence polarization probe displacement | inhibition, % at 10 µM | actives 0.06% (n = 320,000) | AID 504406, 2011; in the data active = inhibition above about 10%, passing the limit was not always enough; inconclusive = no clear call, values can overlap the other calls
Target sequence (P9WIQ1 whole entry, looked up): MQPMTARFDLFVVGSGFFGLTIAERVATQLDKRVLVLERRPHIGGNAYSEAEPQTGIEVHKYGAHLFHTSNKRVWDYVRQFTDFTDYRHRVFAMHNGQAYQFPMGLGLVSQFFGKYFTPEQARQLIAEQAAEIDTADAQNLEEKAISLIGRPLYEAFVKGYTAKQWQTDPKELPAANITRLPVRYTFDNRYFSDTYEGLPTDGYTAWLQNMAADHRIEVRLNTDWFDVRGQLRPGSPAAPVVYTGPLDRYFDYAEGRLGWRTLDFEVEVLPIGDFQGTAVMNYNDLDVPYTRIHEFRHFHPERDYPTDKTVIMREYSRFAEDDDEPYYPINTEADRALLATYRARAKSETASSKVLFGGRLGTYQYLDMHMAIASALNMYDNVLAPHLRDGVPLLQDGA
CCHF vOTU inh: CCHFV vOTU protease inhibitors, primary screen, biochemical, Pep-AMC substrate, fluorescence | inhibition, % at 11.5 µM | Crimean-Congo hemorrhagic fever virus L polyprotein viral ovarian tumor (vOTU) protease … | AID 651958, 2012 | actives 0.55% (n = 370,000); also: 0% = vehicle wells with enzyme and 100% = no enzyme wells
BoNT-A LC inh2: BoNT/A light chain protease inhibitors, primary screen, biochemical, flow cytometry, MLPCN library; multiplex microsphere protease substrate cleavage; inhibition, % at 10 µM; actives 0.17% (n = 360,000); AID 588499, 2011; in the data active = inhibition above about 30%; inconclusive = no clear call, values can overlap the other calls; also: plate controls were buffer without enzyme for full effect and enzyme alone for no effect
PrPC TRFRET: inhibitors of human cell surface prion protein PrPC, primary screen, cell-based, TR-FRET. Major prion protein (Homo sapiens), P04156. TR-FRET read-out. inhibition, % at 13.8 µM. actives 0.43% (n = 370,000). AID 720596, 2013; in the data active = inhibition above about 24%; also: 0% = median of the test wells and 100% = reference compound wells
Mtb BioA inh: M. tuberculosis BioA enzyme inhibitors, primary screen, biochemical, plate reader, single point, HTS; actives 0.096% (n = 360,000); 7,8-diaminopelargonic acid synthase BioA (Mycobacterium tuberculosis); inhibition, % at 9.99 µM; purified M. tuberculosis BioA enzyme; in the data active = inhibition above about 40%; inconclusive = no clear call, values can overlap the other calls
BoNT F protease: BoNT/F light chain protease inhibitors, primary screen, biochemical, flow cytometry, MLPCN library; Botulinum neurotoxin type F light chain protease (Clostridium botulinum); Multiplex microsphere protease cleavage assay; inhibition, % at 10 µM; actives 0.22% (n = 360,000); in the data active = inhibition above about 35%, passing the limit was not always enough; inconclusive = no clear call, values can overlap the other calls; also: plate controls were buffer without enzyme for full effect and enzyme alone for no effect
* = called active by the depositor. Rule as the data show it, unless noted: active = inhibition above about 30%; inactive = the rest.

Screening Cc1ccc(C(=O)NC(C)c2ccc(C)c(C)c2)s1 (configuration not stated) returned GDH-TPI counter 16, FadD28 FP inh -2.4, FBA Mtb inh 1, Mtb UGM inh -3.4, CCHF vOTU inh -2, BoNT-A LC inh2 -2.5, PrPC TRFRET 3 and BoNT F protease inconclusive.
`CCOc1ccc(NC(=O)CN(C)C(=O)c2ccccc2OCCOc2ccccc2)cc1OCC` gave GDH-TPI counter 5, FadD28 FP inh 1.0, FBA Mtb inh 0, Mtb UGM inh 5.2, CCHF vOTU inh 15, BoNT-A LC inh2 0.7, PrPC TRFRET 4, Mtb BioA inh -1.5 and BoNT F protease 1.
`COc1ccccc1N1CCN(C(=O)c2ccc(N3CCCCS3(=O)=O)cc2)CC1` gave GDH-TPI counter 12, FadD28 FP inh 0.6, FBA Mtb inh 3, Mtb UGM inh -0.5, CCHF vOTU inh 11, BoNT-A LC inh2 2.4, PrPC TRFRET -4, Mtb BioA inh -0.6 and BoNT F protease -7.
`Clc1ccccc1C(c1ccccc1)(c1ccccc1)n1ccnc1` gave GDH-TPI counter 5, FadD28 FP inh -5.7, FBA Mtb inh -2, Mtb UGM inh -1.4, CCHF vOTU inh 4, BoNT-A LC inh2 0.1, PrPC TRFRET 16, Mtb BioA inh -0.5 and BoNT F protease -8.
Screening COc1ccc(CNC(=S)Nc2ccc(F)c(Cl)c2)cc1 returned GDH-TPI counter -5, FadD28 FP inh -5.4, FBA Mtb inh 1, Mtb UGM inh 1.6, CCHF vOTU inh -1, BoNT-A LC inh2 -1.1, PrPC TRFRET -2 and BoNT F protease -2.
Screening O=C(NCC(c1ccco1)N1CCCCC1)c1ccc(S(=O)(=O)Nc2ccccc2Cl)cc1 (configuration not stated) returned GDH-TPI counter 11, FadD28 FP inh -2.0, FBA Mtb inh -2, Mtb UGM inh 0.8, CCHF vOTU inh 4, BoNT-A LC inh2 0.6, PrPC TRFRET -4, Mtb BioA inh 1.3 and BoNT F protease 8.
CC(Oc1ccccc1)C(=O)N=C1SC2CS(=O)(=O)CC2N1CCc1ccccc1 (configuration not stated) was read as GDH-TPI counter 0, FadD28 FP inh -0.2, FBA Mtb inh -1, Mtb UGM inh 2.2, CCHF vOTU inh 16, BoNT-A LC inh2 1.5, PrPC TRFRET 3, Mtb BioA inh 1.9 and BoNT F protease 7.
`COc1ccc(CN2CCN(Cc3cc4ccccc4o3)CC2CCO)c(F)c1` (configuration not stated) gave GDH-TPI counter 5, FadD28 FP inh -2.7, FBA Mtb inh 2, Mtb UGM inh 2.7, CCHF vOTU inh -13, BoNT-A LC inh2 -3.3, PrPC TRFRET -9, Mtb BioA inh -1.7 and BoNT F protease inconclusive.
For O=[N+]([O-])c1ccc(N2CCCC2)cc1N1CCCC1 the results were GDH-TPI counter 7, FadD28 FP inh -0.3, FBA Mtb inh -21, Mtb UGM inh 0.8, CCHF vOTU inh 6, BoNT-A LC inh2 0.0, PrPC TRFRET -20, Mtb BioA inh 5.8 and BoNT F protease 2.
Screening Cc1cc(C)nc(SCC(=O)N(C)C)n1 returned GDH-TPI counter -2, FadD28 FP inh -4.6, FBA Mtb inh -3, Mtb UGM inh 0.9, CCHF vOTU inh -6, BoNT-A LC inh2 0.0, PrPC TRFRET 4 and BoNT F protease 0.
O=C(c1ccc2ccccc2c1)C1CCCN(C(=O)c2cccnc2)C1 (configuration not stated) was read as GDH-TPI counter 3, FadD28 FP inh -1.1, FBA Mtb inh 7, Mtb UGM inh 1.6, CCHF vOTU inh -11, BoNT-A LC inh2 0.6, PrPC TRFRET -5, Mtb BioA inh 3.0 and BoNT F protease -4.
c1nc2ccc(Cc3ccc4nc[nH]c4c3)cc2[nH]1 was read as GDH-TPI counter -3, FadD28 FP inh -1.1, FBA Mtb inh 6, Mtb UGM inh -0.5, CCHF vOTU inh -4, BoNT-A LC inh2 4.1, PrPC TRFRET 1, Mtb BioA inh -1.1 and BoNT F protease -14.
For Cc1ccccc1N1CCN(S(=O)(=O)c2nnc(NC(=O)CC(C)C)s2)CC1 the results were GDH-TPI counter 2, FadD28 FP inh -2.4, FBA Mtb inh 0, Mtb UGM inh 0.2, CCHF vOTU inh -4, BoNT-A LC inh2 -0.2, PrPC TRFRET -3, Mtb BioA inh -1.3 and BoNT F protease -2.
CCOc1ccc(N(CC(=O)NC2CCCC2)C(=O)CCC(=O)Nc2nc(C)cs2)cc1 was read as GDH-TPI counter -9, FadD28 FP inh -2.1, FBA Mtb inh 1, Mtb UGM inh -3.5, CCHF vOTU inh 3, BoNT-A LC inh2 0.4, PrPC TRFRET 2, Mtb BioA inh -0.4 and BoNT F protease 2.
`CCN(CC(=O)Nc1ccc(S(=O)(=O)N2CCCC2)cc1)Cc1ccccc1` gave GDH-TPI counter 2, FadD28 FP inh -3.0, FBA Mtb inh -1, Mtb UGM inh 1.0, CCHF vOTU inh -7 and PrPC TRFRET 12.
For O=C(NCC1CCN(S(=O)(=O)c2ccccc2)CC1)Nc1ccc(F)cc1F the results were GDH-TPI counter 5, FadD28 FP inh -2.4, FBA Mtb inh -2, Mtb UGM inh -2.1, CCHF vOTU inh 9, BoNT-A LC inh2 2.0, PrPC TRFRET -3 and BoNT F protease inconclusive.
O=C(NCCCN1CCCC1=O)Nc1cc(Cl)ccc1Cl was read as GDH-TPI counter 7, FadD28 FP inh 0.0, FBA Mtb inh 1, Mtb UGM inh -1.7, CCHF vOTU inh 6, BoNT-A LC inh2 -1.3, PrPC TRFRET -6, Mtb BioA inh -2.0 and BoNT F protease 3.
CCN(CC)S(=O)(=O)c1ccc(N2CCOCC2)c(NC(=O)CC23CC4CC(CC(Br)(C4)C2)C3)c1 was read as GDH-TPI counter 1, FadD28 FP inh -3.3, FBA Mtb inh -4, Mtb UGM inh 0.7, CCHF vOTU inh 17, BoNT-A LC inh2 0.3, PrPC TRFRET -9, Mtb BioA inh -0.6 and BoNT F protease -4.
`COC(=O)C1=C(c2c(C)noc2C)C[C@@H]2CC[C@H]1N2C(=O)NCc1ccc2c(c1)OCO2` gave GDH-TPI counter 3, FadD28 FP inh -1.4, FBA Mtb inh -1, Mtb UGM inh 3.5, CCHF vOTU inh -4, BoNT-A LC inh2 -0.4, PrPC TRFRET -4, Mtb BioA inh -1.4 and BoNT F protease 3.
`CC(C)CC1(C)CNC(=O)NC1` gave GDH-TPI counter 0, FadD28 FP inh -4.3, FBA Mtb inh -1, CCHF vOTU inh -2, BoNT-A LC inh2 -0.2, PrPC TRFRET 3, Mtb BioA inh -1.4 and BoNT F protease 7.
COc1ccc(S(=O)(=O)N2CCCCC2)cc1C(=O)NC1CCS(=O)(=O)C1 (configuration not stated) was read as GDH-TPI counter 0, FadD28 FP inh -1.0, FBA Mtb inh 4, CCHF vOTU inh -1, BoNT-A LC inh2 -0.4, PrPC TRFRET 10, Mtb BioA inh 0.0 and BoNT F protease -6.
`CC(C=Cc1ccccc1)=NNS(=O)(=O)c1ccc([N+](=O)[O-])cc1` gave GDH-TPI counter 25, FadD28 FP inh -1.3, FBA Mtb inh -3, CCHF vOTU inh 0, BoNT-A LC inh2 -0.7, PrPC TRFRET -14, Mtb BioA inh -1.0 and BoNT F protease -11.
CCc1ccc(C(=O)COC(=O)CNC(=O)c2ccc(Br)o2)cc1 was read as GDH-TPI counter 3, FadD28 FP inh -0.4, FBA Mtb inh 2, Mtb UGM inh -0.5, CCHF vOTU inh 1, BoNT-A LC inh2 -2.6, PrPC TRFRET 3, Mtb BioA inh -0.9 and BoNT F protease -2.
O=C(C1CC1)N1CCc2cc(Br)cc(S(=O)(=O)NC3CCCCC3)c21 was read as GDH-TPI counter -5, FadD28 FP inh -7.8, FBA Mtb inh 1, Mtb UGM inh 4.7, CCHF vOTU inh -5, BoNT-A LC inh2 -0.3, PrPC TRFRET 13, Mtb BioA inh 0.4 and BoNT F protease -12.
For Cc1ccc(C(C(=O)NC(C)(C)C)N(Cc2ccco2)C(=O)Cn2nnc(-c3cccs3)n2)cc1 (configuration not stated) the results were GDH-TPI counter -2, FadD28 FP inh -1.9, FBA Mtb inh 0, Mtb UGM inh -0.2, CCHF vOTU inh 4, BoNT-A LC inh2 0.8, PrPC TRFRET 9, Mtb BioA inh -0.7 and BoNT F protease 0.
For COc1ccc(Cl)cc1S(=O)(=O)N1CCCC(C(=O)NCC(N)=O)C1 (configuration not stated) the results were GDH-TPI counter 2, FadD28 FP inh -2.5, FBA Mtb inh 5, Mtb UGM inh -0.8, CCHF vOTU inh 10, BoNT-A LC inh2 0.1, PrPC TRFRET -3, Mtb BioA inh -0.3 and BoNT F protease 24.
For COc1cc(/C=C/C(=O)O)cc(S(=O)(=O)N2CCc3ccccc32)c1OC the results were GDH-TPI counter -1, FadD28 FP inh -3.3, FBA Mtb inh 3, Mtb UGM inh 2.8, CCHF vOTU inh -1, BoNT-A LC inh2 -0.4, PrPC TRFRET 5, Mtb BioA inh -1.1 and BoNT F protease -10.
`COc1ccc(-c2nnc3sc(-c4ccco4)nn23)cc1OC` gave GDH-TPI counter 6, FadD28 FP inh -4.4, FBA Mtb inh 2, Mtb UGM inh 1.9, CCHF vOTU inh -5, BoNT-A LC inh2 -0.5, PrPC TRFRET -4, Mtb BioA inh -1.5 and BoNT F protease -16.
`CCOc1ccc(OCCCC(=O)N2CCN(S(=O)(=O)c3ccc(Cl)cc3)CC2)cc1` gave GDH-TPI counter -5, FadD28 FP inh -3.3, FBA Mtb inh 0, Mtb UGM inh 2.7, CCHF vOTU inh 1, BoNT-A LC inh2 8.0, PrPC TRFRET 0 and BoNT F protease 6.
For CCn1cc(C(=O)NCCCOC)c(=O)c2cc(S(=O)(=O)N(C)C)ccc21 the results were GDH-TPI counter 14, FadD28 FP inh -0.8, FBA Mtb inh 0, Mtb UGM inh 1.3, CCHF vOTU inh 15, BoNT-A LC inh2 -1.0, PrPC TRFRET 1, Mtb BioA inh 5.2 and BoNT F protease -5.
CC(=O)Nc1nc(-c2ccc(Br)s2)cs1 was read as GDH-TPI counter -4, FadD28 FP inh -3.5, FBA Mtb inh -2, Mtb UGM inh -1.2, CCHF vOTU inh 9, BoNT-A LC inh2 -0.5, PrPC TRFRET -9, Mtb BioA inh -5.3 and BoNT F protease -9.
Screening CN(CC(=O)Nc1ccc(S(=O)(=O)N2CCCC2)cc1)Cc1ccc(Cl)cc1Cl returned GDH-TPI counter -3, FadD28 FP inh -1.8, FBA Mtb inh 1, Mtb UGM inh 4.0, CCHF vOTU inh -3, BoNT-A LC inh2 -0.6, PrPC TRFRET 7, Mtb BioA inh -0.6 and BoNT F protease -3.
COC(=O)CSc1nnc(CNS(=O)(=O)c2ccc(Cl)cc2)n1C was read as GDH-TPI counter -1, FadD28 FP inh -2.5, FBA Mtb inh -8, Mtb UGM inh -0.2, CCHF vOTU inh 7, BoNT-A LC inh2 0.1, PrPC TRFRET 5, Mtb BioA inh 0.1 and BoNT F protease 0.
CCN(CC)S(=O)(=O)c1cccc(NC(=O)Nc2cccc(C(F)(F)F)c2)c1 was read as GDH-TPI counter -14, FadD28 FP inh -7.7, FBA Mtb inh 1, Mtb UGM inh 1.4, CCHF vOTU inh 17, BoNT-A LC inh2 -5.7, PrPC TRFRET 21, Mtb BioA inh -2.5 and BoNT F protease -11.

Compound activity as filed in PubChem BioAssay.

Compounds as they come (roughly 4.8% active in at least one column).
